High-throughput results (PubChem)
RGS7-Gao reg = RGS7-Galphao binding modulators, primary screen, biochemical, multiplexed bead flow cytometry. Guanine nucleotide-binding protein G(o) subunit alpha (Homo sapiens), P09471. actives lie on both sides. actives 0.35% (n = 220,000). AID 1439, 2008. binding response (% of control), % at 10 µM; in the data active means binding response below about 49% or above about 150%; inconclusive means no clear call, values can overlap the other calls; inactive means in between;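 further: fluorescent Galphao held in activated GDP-AlF4 state binding bead-coupled RGS7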
Target sequence (P09471 whole entry, looked up): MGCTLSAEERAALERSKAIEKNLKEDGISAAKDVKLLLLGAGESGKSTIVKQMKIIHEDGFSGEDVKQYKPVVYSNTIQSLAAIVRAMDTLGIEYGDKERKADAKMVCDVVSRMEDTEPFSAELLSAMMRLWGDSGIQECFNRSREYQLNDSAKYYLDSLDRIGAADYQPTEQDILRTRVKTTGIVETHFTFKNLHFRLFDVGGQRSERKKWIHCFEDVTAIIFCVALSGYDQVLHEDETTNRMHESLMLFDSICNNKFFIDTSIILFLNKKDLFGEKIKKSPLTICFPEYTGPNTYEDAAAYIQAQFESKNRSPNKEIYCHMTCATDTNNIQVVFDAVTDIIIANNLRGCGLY
Bim-Bcl-B = inhibitors of Bim-Bcl-B binding, primary screen, biochemical, multiplexed, human Bcl-2 family. Bcl-2-like protein 10 (Homo sapiens), Q9HD36. bead-based flow cytometry, Bim peptide-Bcl-B binding. inhibition, % at 10 µM. actives 0.073% (n = 190,000). AID 951, 2007;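 further: 0% = tracer peptide without compound and 100% = reference inhibitor peptide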
Bfl-1 Bim block = inhibitors of Bim binding to Bfl-1, primary screen, biochemical, multiplexed, bead-based flow cytometry; Bcl-2-related protein A1 (Homo sapiens), Q16548; Bim-Bfl-1 binding inhibition; inhibition, % at 10 µM; actives 0.12% (n = 190,000); AID 1008, 2008;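 further: 0% = wells without compound plus tracer and 100% = blocker peptide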
GSH bead fluor = compound fluorescence on glutathione beads, profiling panel, artefact control, biophysical, 488/530 nm, flow cytometry; GSH beads flow cytometry, compound fluorescence 488/530 nm; active compounds read high; fluorescence (KMESF) at 10 µM; actives 0.25% (n = 190,000); in the data active means fluorescence above about 89;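 further: glutathione beads carrying GST-tagged Bcl family fusion proteins plus one bare bead set; values are compound well signal with DMSO vehicle wells as background; inactives centre near 16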
Bcl-XL Bim block = inhibitors of Bim-Bcl-XL binding, primary screen, biochemical, multiplexed, bead flow cytometry, human Bcl-XL; Bcl-2-like protein 1 (Homo sapiens), Q07817; Bim peptide-Bcl-XL binding, fluorescence; actives 0.04% (n = 190,000); inhibition, % at 10 µM; AID 1007, 2008
Target sequence (Q07817 whole entry, looked up): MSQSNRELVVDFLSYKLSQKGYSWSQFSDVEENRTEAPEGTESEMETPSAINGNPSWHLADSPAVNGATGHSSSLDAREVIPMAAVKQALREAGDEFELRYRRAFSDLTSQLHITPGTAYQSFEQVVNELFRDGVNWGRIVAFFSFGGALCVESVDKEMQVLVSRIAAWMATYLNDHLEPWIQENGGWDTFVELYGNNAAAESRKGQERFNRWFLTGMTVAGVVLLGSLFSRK
Avidin fluor = green autofluorescence of compounds with avidin beads – biophysical, 488/530 nm, flow cytometry, artefact control, profiling panel; compound fluorescence 488/530 nm; active compounds read high; fluorescence (KMESF) at 10 µM; AID 1775, 2009; actives 0.38% (n = 220,000); in the data active means fluorescence above about 47; further: inactives centre near 10
Bcl-W Bim block = inhibitors of Bim binding to Bcl-W, primary screen, biochemical, multiplexed, bead-based flow cytometry; actives 0.02% (n = 190,000); Bim peptide-Bcl-W binding; AID 952, 2007; inhibition, % at 10 µM;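 further: 0% = bound tracer without compound and 100% = peptide blocker; higher means less fluorescent Bim peptide bound to Bcl-W beads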
Target sequence (Q92843 whole entry, looked up): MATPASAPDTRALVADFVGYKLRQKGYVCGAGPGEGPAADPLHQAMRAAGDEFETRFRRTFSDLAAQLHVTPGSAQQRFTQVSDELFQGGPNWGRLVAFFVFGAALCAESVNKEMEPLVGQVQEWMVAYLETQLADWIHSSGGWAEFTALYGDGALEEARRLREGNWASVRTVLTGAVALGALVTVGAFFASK
Bim-Bcl-2 = inhibitors of Bim-Bcl-2 binding, primary screen, biochemical, multiplexed, human Bcl-2 family; Apoptosis regulator Bcl-2 (Homo sapiens), P10415; Bead-based flow cytometry, Bim peptide-Bcl-2 binding; inhibition, % at 10 µM; actives 0.06% (n = 190,000); AID 950, 2007; in the data active means inhibition above about 40%; inconclusive means no clear call, values can overlap the other calls;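 further: 0% = no compound wells with probe peptide and 100% = reference peptide inhibitor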
Target sequence (P10415 whole entry, looked up): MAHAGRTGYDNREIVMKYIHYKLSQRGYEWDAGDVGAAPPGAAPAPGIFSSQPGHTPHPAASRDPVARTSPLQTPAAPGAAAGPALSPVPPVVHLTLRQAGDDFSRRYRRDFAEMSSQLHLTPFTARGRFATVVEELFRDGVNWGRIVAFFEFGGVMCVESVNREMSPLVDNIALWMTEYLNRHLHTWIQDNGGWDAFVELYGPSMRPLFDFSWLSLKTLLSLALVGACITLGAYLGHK
ABCG2 block = ABCG2 efflux pump inhibitors, primary screen, multiplex with ABCB1, IgMXP3 cells, flow cytometry; JC-1 efflux; inhibition, % at 6.6 µM; actives 0.1% (n = 190,000); AID 1325, 2008;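 active means inhibition above 80%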;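 further: 0% = DMSO and 100% = nicardipine control wells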
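Test system: IgMXP3 (ABCG2) plus far-red-tagged CCRF-Adr (ABCB1) cells. Reagent: JC-1 dye as substrate. Timing: 10 min exposure at 25 °C with rotation, no wash. Measured by: flow cytometric JC-1 green MFI at 530 nm. Read-out: percent efflux inhibition, scaled nicardipine 100% to DMSO 0%. Control set: nicardipine and DMSO wells.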
ABCB1 inh = ABCB1 efflux pump inhibitors, primary screen, cell-based, multiplex, flow cytometry, ABCG2 counter-screen; CCRF-Adr cells, JC-1 efflux; ATP-dependent translocase ABCB1 (Homo sapiens), P08183; inhibition, % at 6.6 µM; actives 0.067% (n = 190,000); in the data active means inhibition above about 40%;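 further: 0% = vehicle and 100% = reference inhibitor; higher value means more JC-1 retained so stronger ABCB1 efflux block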
RGS4-Gao reg = modulators of RGS4 binding to Galphao, primary screen, biochemical, multiplexed bead flow cytometry | Guanine nucleotide-binding protein G(o) subunit alpha (Homo sapiens), P09471 | actives 0.33% (n = 220,000) | binding response (% of control), % at 10 µM | actives lie on both sides; in the data active means binding response below about 49% or above about 150%; inactive means in between;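 further: fluorescent Galphao activated with aluminum fluoride binding bead-coupled RGS4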
Numbers without * were called inactive; ? = inconclusive. Unless noted, no stated cut-off is given here; in the data, active means inhibition above about 40%. The order is random. Share with any hit: about 1.3%.

SMILES	RGS7-Gao reg	Bim-Bcl-B	Bfl-1 Bim block	GSH bead fluor	Bcl-XL Bim block	Avidin fluor	Bcl-W Bim block	Bim-Bcl-2	ABCG2 block	ABCB1 inh	RGS4-Gao reg
O=C(NCCCc1ccccc1)c1cc([N+](=O)[O-])ccc1Cl	105.8	-2.0	-1.0	24	-2.0	11	-4.0	0.0	1.8	0.6	98.6
CCOC(=O)C1CCCN(Cc2ccc(O)c(OC)c2)C1 (stereo unspecified)	96.5	4.0	0.0	14	1.0	12	4.0	3.0	0.4	0.2	94.1
Cc1ccccc1-n1c(=S)[nH]c2nc3c(cc2c1=O)CCCC3	97.7	-7.0	-8.0	13	-10.0	12	-2.0	-5.0	0.8	0.2	98.5
CCCCNC(=O)/C(C#N)=C/c1ccc(-c2ccc(S(=O)(=O)N3CCOCC3)cc2)o1	84.6	4.0	10.0	10	4.0	13	4.0	3.0	0.5	0.2	85.2
CN1CCO/C1=C(\C(Cl)=C(Cl)Cl)[N+](=O)[O-]	91.7	0.0	0.0	60	-1.0	20	0.0	2.0	-0.8	0.0	92.6
COc1ccc(NC(=O)CN2CCC(n3c(C)nc4cc(F)ccc43)CC2)c(OC)c1	99.3	-4.0	-2.0	22	-3.0	9	-4.0	-4.0	2.6	1.5	98.0
CCc1cccc2c(/C=N/NC(=O)c3cccc(S(=O)(=O)Nc4ccccc4Cl)c3)c[nH]c12	99.8	-1.0	-2.0	5	-2.0	2	0.0	-2.0	-3.3	-0.5	100.5
COc1ccccc1NC(=O)N1CCCC1C(=O)NC1CCCCC1 (stereo unspecified)	94.5	2.0	1.0	16	0.0	6	-2.0	-1.0	3.6	1.0	97.4
Cc1ccc(NCc2nnc(SCC(=O)Nc3ncc(C)s3)n2CC2CCCO2)c(C)c1 (stereo unspecified)	101.3	-1.0	0.0	12	-2.0	40	-2.0	-2.0	4.6	0.7	101.5
O=C(NCc1cccs1)c1ccc2c(c1)OCCO2	101.1	-6.0	-9.0	7	-1.0	8	-1.0	-1.0	0.4	0.3	102.4
CN(C(=O)COC(=O)c1ccccc1Nc1ccccc1)C1CCS(=O)(=O)C1 (stereo unspecified)	103.8	-4.0	-12.0	14	-7.0	9	2.0	0.0	3.6	0.5	100.9
COc1ccccc1N1C(=O)CC(Sc2n[nH]c(-c3cccc(C)c3)n2)C1=O (stereo unspecified)	102.0	0.0	-4.0	6	-3.0	2	-2.0	3.0	-4.0	-0.7	99.7
CCOC(=O)c1c(NC(=O)Cn2nnc(-c3ccccc3Cl)n2)sc(C)c1C	94.9	-4.0	-4.0	20	-5.0	15	-1.0	2.0	16.2	1.4	95.3
CCN(CC)CCC#CC(O)(c1ccccc1)C1CCCCC1 (stereo unspecified)	100.7	-1.0	-3.0	14	0.0	8	-1.0	0.0	-0.3	-0.2	102.8
OCCNCc1cccc2ccccc12	?	-2.0	-3.0	16	-1.0	10	0.0	-8.0	1.8	0.1	98.0
O=C(CN1CCN(C(c2ccccc2)c2ccccc2)CC1)N1CCOCC1	118.9	-16.0	-3.0	14	-5.0	4	0.0	-5.0	1.0	0.3	122.0
O=c1cc(CN2CCCCC2)nc(C2CC2)[nH]1	97.4	-2.0	-3.0	17	0.0	9	-1.0	0.0	0.0	0.5	94.3
O=C(Nc1ccccc1OC(F)F)c1ccc(F)cc1	100.1	-6.0	-11.0	51	-16.0	9	2.0	-8.0	0.2	0.0	98.4
Fc1ccccc1N1CCN(c2nc(-c3cccs3)nc3ccccc23)CC1	101.4	-2.0	-4.0	6	-1.0	20	2.0	2.0	0.4	0.1	101.9
NC(=O)C1C(c2ccccc2)=C1c1ccccc1	101.5	-1.0	-6.0	45	-2.0	35	0.0	-1.0	0.6	0.1	99.3
COc1cccc(NC(=O)CCN2C(=O)c3ccc([N+](=O)[O-])cc3C2=O)c1	100.8	1.0	-4.0	7	-1.0	20	-2.0	-2.0	1.2	0.0	100.3
O=C(Cc1ncc(C(F)(F)F)cc1Cl)Nc1ccc(F)cc1	101.6	-9.0	-16.0	33	-12.0	12	-1.0	-7.0	0.7	0.6	103.5
COc1ccc(C(=O)/C=C/c2cn(CC(O)CN3CCOCC3)c3ccccc23)cc1 (stereo unspecified)	100.9	-9.0	-4.0	15	-7.0	5	-1.0	3.0	5.5	2.7	103.5
Cc1cc(-c2n[nH]c(=S)n2/N=C/C(Cl)=C/c2ccccc2)n[nH]1	104.7	-12.0	-8.0	12	-5.0	12	-4.0	-7.0	0.1	0.0	97.5
Cc1ccc(C)c(C(=O)COc2ccccc2[N+](=O)[O-])c1	99.8	-2.0	0.0	12	-4.0	4	-3.0	-2.0	50.5	6.0	99.7
NS(=O)(=O)c1ccc(NC(=S)NCc2cccc(Cl)c2)cc1	98.3	-13.0	-6.0	12	-7.0	23	-3.0	-6.0	7.1	-0.6	101.0
CC(C)(CSc1nncn1/N=C/c1ccco1)NS(=O)(=O)c1ccc(Cl)cc1	99.7	0.0	0.0	21	-2.0	9	0.0	0.0	5.5	0.8	98.6
CCOC(=O)N1CCN(C(=O)C(NS(=O)(=O)c2cccc3nsnc23)c2ccccc2)CC1 (stereo unspecified)	99.8	-4.0	-9.0	11	-5.0	7	2.0	-1.0	1.4	1.2	100.1
COC(=O)c1sccc1-n1cccc1C(=O)C(=O)Nc1ccc(F)cc1	103.7	1.0	6.0	12	-1.0	6	-3.0	0.0	3.7	1.0	98.0
Clc1ccccc1Cc1noc(CN2CCN3CCCC3C2)n1 (stereo unspecified)	99.6	-5.0	-8.0	11	-3.0	4	-3.0	-7.0	3.0	0.7	102.6
CCOc1cc(S(=O)(=O)n2cnc(C)c2)ccc1Cl	101.0	4.0	4.0	12	0.0	15	-1.0	2.0	5.8	1.4	104.8
Cc1ccc(-n2c(=S)[nH]c3c(oc4ccccc43)c2=O)cc1C	100.8	-10.0	-4.0	12	-14.0	13	-6.0	-2.0	-4.8	-1.0	98.9
O=C(Nc1ccccc1C1CC1)c1cccs1	101.9	-14.0	-15.0	16	-7.0	9	-1.0	-11.0	24.1	3.5	98.7
COc1cc2c(cc1NC(=O)C(C)Sc1nc3ccccc3n1C)oc1ccccc12 (stereo unspecified)	100.5	-8.0	0.0	9	-7.0	15	-6.0	-2.0	1.4	0.3	97.2
C[C@@H](C(=O)N[C@H](C(=O)O)c1ccccc1)n1nnc2ccccc2c1=O	78.5	-5.0	-10.0	15	-4.0	11	-5.0	-5.0	3.9	0.2	83.7
CCC(c1nnnn1CCOC)N(Cc1cc2cc(C)c(C)cc2[nH]c1=O)CC1CCCO1 (stereo unspecified)	106.4	-5.0	-9.0	36	0.0	20	3.0	-8.0	14.1	0.4	103.8
COC(=O)C1=C(C)NC(=O)C1(NS(=O)(=O)c1ccc(NC(C)=O)cc1)C(F)(F)F (stereo unspecified)	97.9	-6.0	-11.0	40	-9.0	8	0.0	-9.0	1.4	0.1	100.6
CC(C)NC(=O)CSc1nncn1-c1ccccc1	102.7	-8.0	-13.0	8	-2.0	12	0.0	-12.0	2.1	0.6	101.5
C=CCNC(=O)CCc1nnc(C2(c3ccc(Cl)cc3)CCC2)o1	98.7	0.0	-2.0	23	1.0	9	1.0	-3.0	0.9	0.5	102.4
COc1ccc(OCC(O)Cn2c(Nc3cccc(C)c3)nc3c2c(=O)n(C)c(=O)n3C)cc1 (stereo unspecified)	100.4	-4.0	-1.0	24	-6.0	5	-5.0	0.0	28.4	6.3	101.0
O=C(COC(=O)c1ccccn1)NCc1ccccc1	99.0	-7.0	-8.0	50	-1.0	6	3.0	-6.0	-0.4	-0.1	100.1
CCn1c(=O)n(CC(=O)NCc2ccccc2OC)c(=O)c2ccccc21	103.4	-10.0	-11.0	32	-9.0	12	1.0	-11.0	4.7	1.1	85.7
COc1ccccc1OCC(=O)NCCc1nc2ccccc2[nH]1	94.9	0.0	-1.0	15	0.0	30	0.0	0.0	1.4	0.3	94.4
COC(=O)[C@@]1(Cc2ccc(F)cc2)[C@H]2c3cc(C(=O)N(C)C)n(Cc4ccccc4)c3C[C@H]2CN1C(=O)c1ccccc1	99.3	-3.0	1.0	19	-2.0	11	-2.0	2.0	4.4	11.0	100.8
CCOC(=O)CSc1nnc(NC(=O)c2cccc(S(=O)(=O)N3CCCCCC3)c2)s1	103.8	-2.0	0.0	8	0.0	37	0.0	-1.0	0.3	-0.1	104.8
Cc1cc(C)cc(OCC(=O)NCCc2nc3ccccc3[nH]2)c1	99.5	-8.0	-4.0	14	-1.0	12	-3.0	-7.0	2.0	0.1	97.5
O=C(Nc1ccc(NC(=O)c2ccco2)nc1)c1ccco1	102.0	-5.0	-7.0	19	-2.0	5	-1.0	-2.0	2.2	0.1	99.6
CCOC(=O)c1c(C)[nH]c(C(=O)CSc2nccc(C)n2)c1C	82.2	-3.0	1.0	6	-2.0	6	-2.0	0.0	58.4	1.1	86.3
CCOC(=O)C(=O)/C(C#N)=C/Nc1ccccc1	102.5	0.0	-2.0	9	-3.0	24	0.0	0.0	0.5	0.4	96.6
O=C(N/N=C/c1ccc(OCCCF)cc1)c1ccc(C(F)(F)F)cc1	103.2	-4.0	-2.0	14	-3.0	10	2.0	-2.0	2.0	0.5	96.5
CCCn1c2ccccc2c2nnc(SCC(=O)Nc3nnc(CC(=O)OCC)s3)nc21	85.1	3.0	0.0	14	0.0	14	1.0	0.0	4.7	1.3	80.7
CC(=O)Nc1ccc(S(=O)(=O)N/N=C/c2ccc(C)s2)cc1	94.6	-12.0	-17.0	13	-9.0	16	-3.0	-7.0	-2.0	-0.5	95.9
CCC(C)(C)NC(=O)CN(CCc1cccc(C)c1)C(=O)c1csnn1	102.5	-6.0	-10.0	16	-2.0	11	0.0	-3.0	0.0	0.2	104.7

Arranged by SMILES length (smallest number first): part of the list above
SMILES	RGS7-Gao reg	Bim-Bcl-B	Bfl-1 Bim block	GSH bead fluor	Bcl-XL Bim block	Avidin fluor	Bcl-W Bim block	Bim-Bcl-2	ABCG2 block	ABCB1 inh	RGS4-Gao reg
O=C(Nc1ccc(NC(=O)c2ccco2)nc1)c1ccco1	102.0	-5.0	-7.0	19	-2.0	5	-1.0	-2.0	2.2	0.1	99.6
Cc1cc(C)cc(OCC(=O)NCCc2nc3ccccc3[nH]2)c1	99.5	-8.0	-4.0	14	-1.0	12	-3.0	-7.0	2.0	0.1	97.5
CCOC(=O)c1c(C)[nH]c(C(=O)CSc2nccc(C)n2)c1C	82.2	-3.0	1.0	6	-2.0	6	-2.0	0.0	58.4	1.1	86.3
